Assay outcomes (PubChem)
TAG inh – inhibitors of triacylglycerol accumulation, primary screen, cell-based, uHTS, fluorescence, H9c2; H9c2 cells, Nile Red lipid (TAG) fluorescence; cells loaded with 200 µM oleic acid; inhibition, % at 12.5 µM; 230,000 compounds, 0.66% hits; AID 651582, 2012;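 active = pattern-corrected inhibition of lipid staining of at least 50% with the nuclear-stain viability signal not falling by more than 50%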;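 note: 0% = DMSO wells and 100% = triacsin C control wells; some results filed as inactive read as strong as hits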
TAG inh DAPI viability – recorded beside TAG inh, whose call it bears; DAPI nuclei signal change (viability), lower = more cytotoxic, %;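 whole-well DAPI fluorescence read on a plate reader as a viability signal; minus 50 percent equals half of cells still viable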
* hit, by the source's call; i = inactive.

nr | canonical_smiles | TAG inh | TAG inh DAPI viability
1 | O=C(Cc1cccc(C(F)(F)F)c1)N1CCN(CC(=O)N2CCCC2)CC1 | 2 | -4
2 | Cn1c(=O)c2c(nc(N/N=C/c3c(O)n(C4CCCCC4)c(=S)[nH]c3=O)n2C)n(C)c1=O | 0 | -2
3 | CC(=O)OC1CCC2(C)C(=CC(=O)C3C2CCC2(C)C(OC(C)=O)CCC32)C1 (centres undefined) | -8 | 5
4 | CC1COC2N=C(N[N+](=O)[O-])NC2O1 (centres undefined) | 7 | -6
5 | COC(=O)C1=C(c2ccccc2)C[C@@H]2CC[C@H]1N2C(=O)NC1CCCCC1 | -11 | -7
6 | Nc1ccc(C2(c3ccc(N)cc3)c3ccccc3-c3ccccc32)cc1 | 13 | 7
7 | CCCn1ncc(CN2CCCC(C(=O)c3cccc(OC)c3)C2)c1C (centres undefined) | 8 | 0
8 | C[C@]12CCC3C(CC[C@H]4C[C@H](OC(=O)c5cccnc5)CC[C@]34C)C1CCC2=O (some centres undefined) | 3 | 4
9 | COC(=O)C1=C(c2ccc(OC)c(OC)c2)C[C@@H]2CC[C@H]1N2C(=O)N1CCOCC1 | -13 | 3
10 | COc1cccc(CN2CCN(C(=O)COc3ccc4ccccc4c3)CC2)c1 | -16 | 10
11 | N#CCCn1cc(C(=O)NCc2ccccc2)c(-c2ccc3c(c2)OCCO3)n1 | -10 | 4
12 | Cc1ccc2c(c1)C1C[N+](C)(CC(=O)c3ccc(Cl)cc3Cl)CCC1N2C(=O)c1ccc(F)cc1 (centres undefined) | 29 | -2
13 | COC(=O)C1=C(c2cccc(OCc3ccccc3)c2)C[C@@H]2CC[C@H]1N2C(=O)NCc1cc(C)oc1C(F)(F)F | 29 | -12
14 | O=S(=O)(c1ccc(F)cc1)N1CCCC1c1cccnc1 (centres undefined) | 1 | -1
15 | CC(C)n1c(O)c(C2c3cc(Cl)ccc3Oc3[nH]c(=O)n(C(C)C)c(=O)c32)c(=O)[nH]c1=O (centres undefined) | 4 | -17
16 | Cc1ccc(S(=O)(=O)N(C)N=O)cc1 | -4 | 13
17 | O=[N+]([O-])/C=C1/NCCN1Cc1ccc(Cl)nc1 | 13 | -10
18 | N#CC[N+]1(CCCNP2(=O)C=C(c3ccccc3)OC(c3ccccc3)=C2)CCOCC1 | 36 | -8
19 | O=C(O)c1cc[c]([Hg][Cl])cc1 | 14 | -5
20 | COc1c(C)cc(C(=O)C2CCCN(Cc3cnc(C)s3)C2)cc1C (centres undefined) | -5 | 5
21 | Cc1cc(C=O)c(C)n1C(C)C | 3 | 5
22 | Cc1cccc2c(CCN)c[nH]c12 | -4 | 12
23 | COc1ccc(-n2c(SC)nc3ccccc3c2=O)cc1 | -22 | 1
24 | CCN(CC)C(=O)c1ccc(NC(=O)c2cc(S(=O)(=O)N3CCCCCC3)ccc2OC)cc1 | 7 | -4
25 | COC(=O)C1=C(c2ccc(-c3ccccc3)c(F)c2)C[C@@H]2CC[C@H]1N2C(=O)NC1CCCCC1 | -22 | 4

Complete entries, quoted from the list. Values in the order: TAG inh	TAG inh DAPI viability
COC(=O)C1=C(c2ccc(-c3ccccc3)c(F)c2)C[C@@H]2CC[C@H]1N2C(=O)NC1CCCCC1 is listed with -22	4
O=[N+]([O-])/C=C1/NCCN1Cc1ccc(Cl)nc1 is listed with 13	-10

Next section.
nr | canonical_smiles | TAG inh | TAG inh DAPI viability
26 | Cc1ccc(C(=O)C2CN3CCC2CC3)cc1 (centres undefined) | -5 | 0
27 | CC1=NN(c2ccccc2)C(=O)C1/C=C1\C(=O)NC(=O)N(c2ccc(C)c(C)c2)C1=O (centres undefined) | 5 | 1
28 | Cc1ccccc1CN1Cc2cnnn2-c2ccccc2C1C#N (centres undefined) | 57 | -53
29 | O=[N+]([O-])c1cc(F)c(N2CCCC2)cc1Br | -13 | 9
30 | COc1ccccc1NC1(C#N)CCCCC1 | -4 | -5
31 | CCN(CC)P(=S)(c1c(C)nc2ccccn12)c1c(C)nc2ccccn12 | 15 | -10
32 | CC(C)Oc1cccc(NC(=O)c2cccn(Cc3ccc4c(c3)OC(F)(F)O4)c2=O)c1 | 2 | 20
33 | O=C(O)C1C2CC3CC(C2)CC1(n1ncc(N2CCC4(CC2)OCCO4)c(Cl)c1=O)C3 (centres undefined) | 5 | -11
34 | COC(=O)C1=C(c2ccc(OCc3ccccc3)cc2)C[C@@H]2CC[C@H]1N2C(=O)NCc1cccc(F)c1 | 15 | -4
35 | CCOc1cc(/C=C2\C(=O)NC(=O)N(C)C2=O)cc([N+](=O)[O-])c1O | -3 | 0
36 | Cc1ccc(-c2nc3ccccc3c(=O)n2-n2cccc2)cc1 | -29 | 20
37 | O=C1NC(=O)N(Cc2ccco2)C(=O)/C1=C\c1cccn1CCOc1ccc(Cl)cc1 | -33 | -3
38 | NNc1n[nH]c(=S)n1N | -2 | 8
39 | COCCNC(=S)N1Cc2ccccc2-n2nncc2C1 | 7 | -1
40 | COC(=O)C1=C(c2ccc3ccccc3c2)C[C@@H]2CC[C@H]1N2C(=O)NC(C)C | -34 | 0
41 | COC(=O)C1=C(c2ccc(-c3ccccc3)c(F)c2)C[C@@H]2CC[C@H]1N2C(=O)NC1CC1 | 2 | 13
42 | O=c1[nH]c(=S)n(-c2ccccc2)c(O)c1/C=N/N1CCCCC1c1cccnc1 (centres undefined) | -3 | -2
43 | COCCN1C(=O)/C(=C/c2c(OC)cc(OC)cc2OC)C(=O)N(c2ccccc2)C1=O | 12 | -8
44 | CC/C(=N\Nc1ccccc1)c1c(O)n(-c2ccccc2)c(=O)[nH]c1=O | -4 | 0
45 | COc1cccc2c1O[C@H]1C(=O)CC[C@H]3CN(C)CCC231 (some centres undefined) | -3 | -10
46 | COc1cc2c(cc1/C=C/[N+](=O)[O-])OCO2 | 7 | 4
47 | CCc1ccc(-n2c(O)c(/C=N/N3CCCCC3c3cccnc3)c(=O)[nH]c2=O)cc1 (centres undefined) | 8 | 6
48 | Cc1cc(OCC(=O)NC2CCS(=O)(=O)C2)c2c3c(c(=O)oc2c1)CCC3 (centres undefined) | 16 | 17
49 | O=C1C2CCN(CC2)C1Cc1ccc(OCc2ccccc2)cc1 (centres undefined) | 38 | -8
50 | Cc1ccc(OCC(=O)NCCN2CCN(C(=O)COc3ccc(C)cc3)CC2)cc1 | -15 | 3
51 | Fc1ccc(CNCCc2ccccc2)cc1 | -9 | 6
52 | CC1(C(=O)O)CC12c1ccccc1-c1ccccc12 (centres undefined) | 11 | -4
53 | c1ccc2c(c1)Sc1ccccc1N2CC1CN2CCC1CC2 (centres undefined) | -18 | 9
54 | COC(=O)C1=C(c2ccccc2)C[C@@H]2CC[C@H]1N2C(=O)N1CCCCC1 | -30 | 10
55 | CSc1nnc([C@@H](N)Cc2c[nH]c3ccccc23)o1 | 13 | -9
56 | COC(=O)C1=C(c2cccc(OCc3ccccc3)c2)C[C@@H]2CC[C@H]1N2C(=O)NCc1ccccc1C(F)(F)F | 22 | -16
57 | CCN(CC(=O)Nc1ccc(C#N)c(Cl)c1)CC(=O)NC1CCS(=O)(=O)C1 (centres undefined) | -10 | 5
58 | COc1ccccc1OCCCn1cc(C=O)c2ccccc21 | -7 | -1
59 | c1ccc2c(CCNCc3ccc4c(c3)OCO4)c[nH]c2c1 | -6 | 11
60 | O=C1CN=C(c2ccccc2Cl)c2cc(Br)ccc2N1 | 8 | 0
61 | CCCCn1c(O)c(C(C)=NCCN2CCOCC2)c(=O)[nH]c1=O | -5 | 7
62 | O=C1NC(=O)C(=Cc2ccc(-c3ccc(Cl)cc3)o2)C(=O)N1 | 11 | -6
63 | Cc1cc(NC(=O)CCl)on1 | 5 | -11
64 | COc1ccc(C(CNC(=O)Cc2ccc(Cl)c(Cl)c2)N(C)C)cc1 (centres undefined) | -4 | 45
65 | COc1ccc(S(=O)(=O)N2Cc3cnnn3-c3ccccc3C2C#N)cc1 (centres undefined) | 4 | -5
66 | CCCCC1(CCCC)C(=O)NC(=Nc2cccc(C)c2)NC1=O | -13 | 4
67 | COc1ccc(-c2nn(CCC#N)cc2C(=O)NCc2ccccc2)cc1[N+](=O)[O-] | 18 | -1
68 | CC(=NCCN(C)C)c1c(O)n(Cc2ccccc2)c(=O)[nH]c1=O | 7 | -1
69 | CCCCc1nc2ccccc2c(=O)n1-c1ccccc1O | -13 | 6
70 | Cc1nn(Cc2ccccc2)c(Cl)c1C(=O)OCC(=O)NCC1CCCO1 (centres undefined) | 5 | -8
71 | C[C@]12CC[C@@H](O)C[C@@H]1CC[C@@H]1[C@@H]2CC[C@]2(C)[C@@H](O)CC[C@@H]12 | -4 | -2
72 | Cc1ccc(NC(=O)CN2C(=O)CN=C(c3ccccc3)c3cc(Cl)ccc32)cc1 | -11 | 4
73 | COc1ccc(C(=O)C2CCCN(Cc3ccsc3)C2)cc1OC (centres undefined) | -6 | -5
74 | COC(=O)C1=C(c2cccc(C#N)c2)C[C@@H]2CC[C@H]1N2C(=O)N1CCC(C)CC1 | -10 | -6
75 | CC(C)(C)n1cc(C(=O)c2ccc3ccccc3c2O)cn1 | -1 | -1

Brought forward from above: two compounds, then new ones.
nr | canonical_smiles | TAG inh | TAG inh DAPI viability
74 | COC(=O)C1=C(c2cccc(C#N)c2)C[C@@H]2CC[C@H]1N2C(=O)N1CCC(C)CC1 | -10 | -6
75 | CC(C)(C)n1cc(C(=O)c2ccc3ccccc3c2O)cn1 | -1 | -1
76 | CC1CCC(C(=O)NC(C(=O)N2CCC3(CC2)OCCO3)C(C)C)CC1 (centres undefined) | -12 | 2
77 | CCOP(=O)(OCC)c1cccc(O)c1 | 18 | 4
78 | CCn1cc(/C=c2/sc3n(c2=O)C2c4ccccc4OC(C)(N=3)C2C(=O)OC)c(C)n1 (centres undefined) | -13 | 14
79 | CCc1nnc(NC(=O)CCc2nc(C3=CCN(C)CC3)no2)s1 | -17 | -1
80 | CN1C(=O)N(C)C(=O)C2(Cc3cc([N+](=O)[O-])ccc3N(C)C2)C1=O | -16 | -8
81 | CCOC(=O)N1CCN(C(C)C(=O)c2c[nH]c3ccccc23)CC1 (centres undefined) | -3 | 0
82 | O=c1[nH]c(O)c(N=Nc2cc(C(F)(F)F)ccc2Cl)c(=O)[nH]1 | -7 | 9
83 | CS(=O)(=O)c1ccc(C2=C(CNC(=O)c3cccs3)[C@H]3CC[C@@H](C2)N3Cc2ccccc2)cc1 | 9 | -1
84 | CN(C)c1ccc(CCN2CCOCC2)cc1 | 1 | 0
85 | Cc1cccc(NC(=O)COC(=O)c2cc(C)n(C3CC3)c2C)c1 | -2 | -7
86 | Cc1nc2ccc(Cl)cn2c1P(=S)(N1CCOCC1)N1CCOCC1 | 20 | -13
87 | COc1ccc(-c2cc(=NCCC(=O)O)c3cc(C)ccc3o2)cc1 | -1 | i
88 | COc1nc(C)nc(NC(=O)NS(=O)(=O)c2ccccc2Cl)n1 | -2 | 7
89 | O=c1c2ccccc2nc(CNCC2CCCO2)n1-c1ccc(F)cc1 (centres undefined) | 3 | -2
90 | C#CCN(C)[C@H](C)Cc1ccccc1 | 0 | -10
91 | O=C(COC(=O)Cc1ccccc1)Nc1cc(S(=O)(=O)N2CCOCC2)ccc1N1CCCC1 | -9 | -1
92 | N#CC1c2ccccc2-n2nncc2CN1C(=O)CCc1ccccc1 (centres undefined) | -1 | -5
93 | N#CCCn1cc(C(=O)Nc2ccc([N+](=O)[O-])cc2)c(-c2ccccc2)n1 | 14 | -2
94 | CC1CCSP(=O)(Oc2ccccc2)O1 (centres undefined) | -11 | -1
95 | Cc1ccsc1C(=O)C1CCCN(Cc2ccn[nH]2)C1 (centres undefined) | 11 | -4
96 | COCCNC(=O)c1ccc(N2CC3CC(C2)c2cccc(=O)n2C3)c([N+](=O)[O-])c1 (centres undefined) | 2 | 0
97 | CC1CN2c3ccc([N+](=O)[O-])cc3CC3(C(=O)N(C)C(=O)N(C)C3=O)C2C(C)O1 (centres undefined) | 10 | -3
98 | Cn1c(=O)n(C)c2cc([N+](=O)[O-])c(N3CCNCC3)cc21 | 0 | -2
99 | CCN(CC)P(=O)(c1n(CC)cc[n+]1CC)N(CC)CC | 1 | -4
100 | O=C(C(=O)N1CCOCC1)c1cn(Cc2ccccc2)c2ccccc12 | -1 | 4
101 | CCOc1ccc(Cc2c(O)[nH]c(=O)[nH]c2=O)cc1 | -6 | -3
102 | CN1C(=O)C(=Cc2ccc(N3CCCCC3)o2)C(=O)N(C)C1=S | -7 | -5

Structures from the list above containing fluorine (13):
nr | canonical_smiles | TAG inh | TAG inh DAPI viability
1 | O=C(Cc1cccc(C(F)(F)F)c1)N1CCN(CC(=O)N2CCCC2)CC1 | 2 | -4
12 | Cc1ccc2c(c1)C1C[N+](C)(CC(=O)c3ccc(Cl)cc3Cl)CCC1N2C(=O)c1ccc(F)cc1 (centres undefined) | 29 | -2
13 | COC(=O)C1=C(c2cccc(OCc3ccccc3)c2)C[C@@H]2CC[C@H]1N2C(=O)NCc1cc(C)oc1C(F)(F)F | 29 | -12
14 | O=S(=O)(c1ccc(F)cc1)N1CCCC1c1cccnc1 (centres undefined) | 1 | -1
25 | COC(=O)C1=C(c2ccc(-c3ccccc3)c(F)c2)C[C@@H]2CC[C@H]1N2C(=O)NC1CCCCC1 | -22 | 4
29 | O=[N+]([O-])c1cc(F)c(N2CCCC2)cc1Br | -13 | 9
32 | CC(C)Oc1cccc(NC(=O)c2cccn(Cc3ccc4c(c3)OC(F)(F)O4)c2=O)c1 | 2 | 20
34 | COC(=O)C1=C(c2ccc(OCc3ccccc3)cc2)C[C@@H]2CC[C@H]1N2C(=O)NCc1cccc(F)c1 | 15 | -4
41 | COC(=O)C1=C(c2ccc(-c3ccccc3)c(F)c2)C[C@@H]2CC[C@H]1N2C(=O)NC1CC1 | 2 | 13
51 | Fc1ccc(CNCCc2ccccc2)cc1 | -9 | 6
56 | COC(=O)C1=C(c2cccc(OCc3ccccc3)c2)C[C@@H]2CC[C@H]1N2C(=O)NCc1ccccc1C(F)(F)F | 22 | -16
82 | O=c1[nH]c(O)c(N=Nc2cc(C(F)(F)F)ccc2Cl)c(=O)[nH]1 | -7 | 9
89 | O=c1c2ccccc2nc(CNCC2CCCO2)n1-c1ccc(F)cc1 (centres undefined) | 3 | -2

Some of the compounds tested; count on the stated rates, not on these rows.
